# Source: PubChem BioAssay (National Center for Advancing Translational Sciences (NCATS))
# Vif-A3G inh: qHTS for Inhibitors of Vif-A3G Interactions: qHTS | HeLa A3G-eYFP + Vif (tagged APOBEC3G with the HIV-1 protein that degrades it), YFP fluorescence, overnight | Potency, µM (titrated, usually from 46.1 µM), inactives show at the highest dose activity, negative = active, hits mostly inhibitors | 410,000 tested, 0.076% active | AID 602310, 2012;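 further: potency means the concentration at half of the fitted maximal effect; on the % scale 0 is the no-effect control and ±100 the full control effect; nearly all actives have a fitted effect of over 60% in size; hits raise eYFP signal because A3G escapes Vif-driven loss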
#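 HeLa cells stably expressing Vif and C-terminally eYFP-tagged A3G, seeded overnight at 37 deg C, then exposed to compound by pintool overnight at 37 deg C. Rise in yellow fluorescence (Ex 488/Em 500-530, Acumen) marks blocked Vif-driven A3G degradation.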
# Vif-APOBEC3F blk: qHTS for Inhibitors of Vif-A3F Interactions: qHTS. HeLa A3F-eYFP + Vif (tagged APOBEC3F with the HIV-1 protein that degrades it), YFP fluorescence increase. Potency, µM (series often up to 46.1 µM), for the others: top-dose activity, negative = active. 390,000 tested, 0.2% active. AID 602313, 2012; further: potency means the concentration at half of the fitted maximal effect; % of control where 0% means no effect; nearly all actives have a fitted effect of over 65% in size
#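 HeLa cells stably expressing A3F-eYFP plus Vif, plated and incubated overnight at 37 deg C, then exposed to compounds overnight at 37 deg C. Blocked degradation read as raised yellow fluorescence (Ex 488/Em 500-530).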
# RGS4 inhibitor: Inhibitors of Regulator of G Protein Signaling (RGS) 4: qHTS | 390,000 tested, 0.039% active | AID 504845, 2011 | Transcreener GDP fluorescence polarization, RGS4-accelerated GTP hydrolysis | Regulator of G-protein signaling 4 (Homo sapiens), P49798 | Potency, µM (top dose mostly 114 µM), inactives show at the top dose activity change, negative = inhibition, hits mostly inhibitors; further: potency means the concentration at half of the fitted maximal effect; on the % scale 0 is the no-effect control and ±100 the full control effect; nearly all actives have a fitted effect of over 75% in size; some results filed as inactive show a strong effect at the top dose
# Target sequence (P49798 whole entry, looked up): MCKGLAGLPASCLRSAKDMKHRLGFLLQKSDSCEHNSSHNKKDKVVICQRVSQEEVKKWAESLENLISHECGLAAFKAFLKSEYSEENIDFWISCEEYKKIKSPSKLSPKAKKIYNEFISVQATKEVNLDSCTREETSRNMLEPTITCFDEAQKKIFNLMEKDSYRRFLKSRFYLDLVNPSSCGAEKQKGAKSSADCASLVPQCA
#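 MLSMR compounds (23 nl, pin-transferred) preincubated 10 min at room temperature with a 500nM (2x) first reagent, then RGS4 at 900nM (2x) plus Transcreener GDP mix added; fluorescence polarization (620/688 nm) read before and after 90 min at 30 °C.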
# LDHA inh: qHTS assay for inhibitors of human lactate dehydrogenase. L-lactate dehydrogenase A chain (Homo sapiens), P00338. AID 1347041, 2019. purified LDHA, NADH/diaphorase-resazurin fluorescence; hits give low values. 480,000 tested, 0.15% active. activity change, % (values are at about 110 or 230 µM); in the data active means activity change below about -30%; inconclusive means mostly about -25% to -30%;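 further: plate controls were DMSO wells for no effect and wells without enzyme for full effect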
#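 Human LDH5 at 2 nM final in Tris HCl pH 7.4 with 0.06 mM NADH and 0.2 mM pyruvate, reacted 5 minutes at room temperature. Remaining NADH coupled via diaphorase/resazurin; resorufin fluorescence read at 0 and 20 minutes, normalized to enzyme-free and DMSO wells.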
# USP1 inh: Inhibitors of USP1/UAF1: Primary Screen; Ubiquitin carboxyl-terminal hydrolase 1 (Homo sapiens), O94782; recombinant USP1/UAF1, Ub-Rhodamine cleavage fluorescence; Potency, µM (titrated, usually from 57.1 µM), for the others: top-dose activity change, negative = inhibition, most hits filed as inhibitors; 390,000 tested, 0.23% active; AID 743255, 2014; further: potency means the concentration at half of the fitted maximal effect; on the % scale 0 is the no-effect control and ±100 the full control effect; nearly all actives have a fitted effect of over 60% in size; inactives centre near -12
# Target sequence (O94782 whole entry, looked up): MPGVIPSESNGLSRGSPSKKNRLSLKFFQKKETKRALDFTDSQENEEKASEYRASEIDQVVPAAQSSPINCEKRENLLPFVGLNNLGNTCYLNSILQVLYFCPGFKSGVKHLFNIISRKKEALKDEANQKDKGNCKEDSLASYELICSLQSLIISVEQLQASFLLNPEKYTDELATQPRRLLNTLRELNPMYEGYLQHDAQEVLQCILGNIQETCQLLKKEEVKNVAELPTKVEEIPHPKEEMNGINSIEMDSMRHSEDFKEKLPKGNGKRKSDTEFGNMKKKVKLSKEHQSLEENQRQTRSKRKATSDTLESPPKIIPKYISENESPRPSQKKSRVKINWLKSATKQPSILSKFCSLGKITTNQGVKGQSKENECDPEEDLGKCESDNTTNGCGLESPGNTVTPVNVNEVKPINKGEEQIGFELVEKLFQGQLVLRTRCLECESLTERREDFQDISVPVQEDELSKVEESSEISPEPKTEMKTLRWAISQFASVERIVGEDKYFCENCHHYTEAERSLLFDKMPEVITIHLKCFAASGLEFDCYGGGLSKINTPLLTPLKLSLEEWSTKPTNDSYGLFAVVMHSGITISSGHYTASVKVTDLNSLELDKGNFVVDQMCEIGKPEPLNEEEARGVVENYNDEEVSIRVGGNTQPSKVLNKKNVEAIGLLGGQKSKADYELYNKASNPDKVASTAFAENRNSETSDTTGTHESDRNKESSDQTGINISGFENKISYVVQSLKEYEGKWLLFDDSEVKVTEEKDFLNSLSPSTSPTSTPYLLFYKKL
#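 High-throughput fluorogenic screen: 1nM USP1/UAF1 complex, Ub-Rho substrate 150nM final, 50mM HEPES pH 7.8 with 0.5mM EDTA, 0.1 mg/ml BSA, 1mM TCEP and 0.01% Tween-20.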
# rTrxR1 inhibitor: qHTS Assay for Inhibitors of Mammalian Selenoprotein Thioredoxin Reductase 1 (TrxR1): qHTS; Thioredoxin reductase 1, cytoplasmic (Rattus norvegicus), O89049; recombinant rTrxR1, NADPH fluorescence consumption, selenite substrate; Potency, µM (highest dose often 114 µM), for the others: at the top dose activity change, negative = inhibition, actives largely listed as inhibitors; 390,000 tested, 1% active; AID 588453, 2011; further: potency means the concentration at half of the fitted maximal effect; on the % scale 0 is the no-effect control and ±100 the full control effect; nearly all actives have a fitted effect of over 65% in size
#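 Rat TrxR1 (90 nM in the dispensed reagent) was pre-reduced with 400 uM NADPH for 5 min at room temperature, then incubated with compound for 15 min. After 400 uM selenite was added, NADPH fluorescence (Ex 340/Em 450 nm) was followed for 8 min.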
# TrxR1 substrate: qHTS Assay for Substrates of Mammalian Selenoprotein Thioredoxin Reductase 1 (TrxR1): qHTS; purified TrxR1 substrate turnover, NADPH consumption readout; AID 588456, 2011; Thioredoxin reductase 1, cytoplasmic (Rattus norvegicus), O89049; 390,000 tested, 0.01% active; Potency, µM (highest dose often 114 µM), for inactives: at the top dose activity change, negative = substrate turnover; further: potency means the concentration at half of the fitted maximal effect; on the % scale 0 is the no-effect control and ±100 the full control effect; nearly all actives have a fitted effect of over 50% in size
#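 Rat TrxR1, dispensed at 90 nM, was prereduced with 400 uM NADPH (final) for 5 min at ~22 deg C, then incubated with compound 15 min before 400 uM selenite. A first-read NADPH fluorescence drop versus no-compound background flagged substrates.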
# GRP78 ERSR act: qHTS for Inducers of the Endoplasmic Reticulum Stress Response (ERSR) in Human Glioma: qHTS | 420,000 tested, 0.02% active | Potency, µM, for the others: at the highest dose activation, actives largely listed as activators | AID 602332, 2012 | U87-MG GRP78 promoter luciferase reporter, 16 h; further: potency means the concentration at half of the fitted maximal effect; series mostly up to about 76 µM; % of control where 0% means no effect; nearly all actives have a fitted effect of over 35% in size
#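 ERSR induction read as luciferase luminescence (Bright-Glo, 10 min at room temperature) in stably transfected human U87-MG glioma cells exposed to compounds for 16 h, using GRP78 as sensor.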
# IDH1 R132H inh: qHTS for Inhibitors of mutant isocitrate dehydrogenase 1 (IDH1): qHTS; Isocitrate dehydrogenase [NADP] cytoplasmic (Homo sapiens), O75874; IDH1-R132H enzyme, NADPH consumption, diaphorase/resazurin fluorescence; Potency, µM (highest dose often 76.6 µM), without a hit: top-dose activity change, negative = inhibition, usual class: inhibitors; 390,000 tested, 0.093% active; further: potency means the concentration at half of the fitted maximal effect; on the % scale 0 is the no-effect control and ±100 the full control effect; nearly all actives have a fitted effect of over 65% in size
#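 IDH1-R132H (0.5 ug/mL) preincubated 30 min with compound, then NADPH (0.016 mM) and alpha-KG (2 mM) added; 80 min at RT, pH 7.5. Remaining NADPH coupled via diaphorase/resazurin to fluorescence (540/590 nm); concentration-response curves normalized to no-enzyme control.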
# * = called active by the depositor; ? = inconclusive; & = joins results of further samples; [ ] = remark or other dose. Unless noted, the call rests on the fitted dose curve; in most records, active means well fitted curve in the direction sought with a large enough effect; inconclusive means small, poorly fitted or top-dose-only effect, or another doubt; inactive means no such curve, though single readings can be large; an effect the other way counts as inactive or inconclusive. These rows are one share of the data, so the mix of outcomes need not match the whole.
SMILES,Vif-A3G inh,Vif-APOBEC3F blk,RGS4 inhibitor,LDHA inh,USP1 inh,rTrxR1 inhibitor,TrxR1 substrate,GRP78 ERSR act,IDH1 R132H inh
CC(=O)Nc1ccc(NC(=O)CN2C(=O)NC3(CCCCCCC3)C2=O)cc1,-1%,4%,-9%,-3,-15%,7%[57.1 µM],10%[57.1 µM],-4%,0%
CCc1c(C)nc2cc(C)[nH]n2c1=O,-1%,1%,-30%,3,1%,-4%,46%[activator],-2%,5%
COc1ccc(NC(=O)CCn2c(=O)c3cccn3c3ccccc32)c(OC)c1,-3%&0%,0%&-2%,-3%&-11%,1&-4,?,16%&20%,3%,-1%&-2%,-6%&-9%
COc1ccc(-n2nc(C(=O)NCC(=O)Nc3cc(OC)c(OC)c(OC)c3)c3ccccc3c2=O)cc1OC,0%,1%,-44%,-3,?,17%,6%,0%,-6%
COc1cc(NC(=O)CSCc2ccc(Cl)cc2Cl)c(C(=O)O)cc1OC,3%,4%,-47%,-4,-14%,-15%,-14%,18%,4%
CC(=O)c1cc(F)ccc1OCC(=O)N1CCN(c2ccc(F)cc2)CC1,2%,6%,13%[56.9 µM],0,-17%,13%,-8%,0%,-1%
CCCn1c(=O)c(C(=O)NNS(=O)(=O)c2ccc(C)cc2)c(O)c2ccccc21,-1%,-26%,-33%,5,-10%,3%,15%[57.1 µM],-2%,-3%
O=C(NC1CC(=O)N(c2cccc(F)c2)C1)C1CCCCC1 (stereo not drawn),-4%,-15%,6%,-5,-17%,15%[57.1 µM],3%[57.1 µM],-2%,3%
CCOC(=O)c1c(NC(=O)C2C3C=CC(C3)C2C(=O)O)sc2c1CC(C)CC2 (stereo not drawn),-8%,11%,0%,1,-28%,5%,4%,4%,1%
CC1CCC2C(=O)N(c3ccc(Cc4ccncc4)cc3)C(=O)C2C1 (stereo not drawn),1%,0%,-23%,0,-13%,22%[57.1 µM],-19%[57.1 µM],-4%,6%
CCN1CCN(C(c2ccccc2Cl)c2c(O)cc(C)n(CCOC)c2=O)CC1 (stereo not drawn),3%,-3%,-3%,0,-10%,10µM*,-2%[57.1 µM],-3%,0%
COC(=O)c1c(NC(=O)C2COc3ccccc3O2)sc2c1CCN(Cc1ccccc1)C2 (stereo not drawn),-8%,6%,-21%,-2,-22%,9%,5%,-5%,0%
Cc1c(C(=O)C(=O)NCCC2=CCCCC2)c2ccccc2n1C,3%,-4%,7%,-8,1%,-6%,-13%,-4%,6%
Cc1ccccc1-n1c(-c2ccc(Cl)cc2)cnc1SCC(=O)NC1CCS(=O)(=O)C1 (stereo not drawn),-3%,-3%,-13%,-1,-10%,-7%,-3%,-4%,4%
O=C(NCCc1ccc(F)cc1)C(=O)NCC(c1ccc2c(c1)OCO2)N1CCOCC1 (stereo not drawn),8%,4%,5%,-9,-21%,41%[activator][57.1 µM],11%[57.1 µM],-6%,-14%
COc1ccccc1CCN=C(N)NS(=O)(=O)c1ccccc1F,-5%,3%,1%,-2,-19%,12%,2%,-4%,2%
COc1ccc(C2CCCN2C(=S)Nc2ccc(C)cc2Cl)cc1OC (stereo not drawn),-1%,6%,-2%,-3,-11%,10%,6%,13%,9%
c1ccc2c(c1)CC(N1CCCCC1)c1ccccc1N2 (stereo not drawn),3%,-2%,-34%,0,-1%,21%[57.1 µM],11%[57.1 µM],-6%,4%
O=C(OCC(=O)c1cccs1)c1ccc([N+](=O)[O-])o1,4%,-20%,-8%,-1,-13%,?,-2%,1%,13%
COc1cc(/C=N/NS(=O)(=O)c2ccccc2)ccc1OS(=O)(=O)c1ccc(C)cc1,1%,-1%,-19%,-7,-12%,8%[57.1 µM],7%[57.1 µM],0%,-5%
CCCC(=O)Oc1ccc(N(C(=O)CCC)S(=O)(=O)c2cccs2)cc1,5%,11%,-14%,-16,-20%,14%[57.1 µM],2%[57.1 µM],-1%,1%
CCOC(=O)C1C(=O)C=C(C)C(C(=O)OCC)C1c1cccc([N+](=O)[O-])c1 (stereo not drawn),-2%,-6%,5%,-6,-13%,18%[57.1 µM],9%[57.1 µM],-3%,5%
Cc1ccc(NC(=O)CC2S/C(=N/N=C3\CCCc4ccccc43)NC2=O)cc1 (stereo not drawn),7%,2%,-15%,-8,?,10%[57.1 µM],-3%[57.1 µM],-5%,-16%
COC(=O)CNC(=O)c1ccccc1C,1%,0%,7%,-1,-16%,13%,3%,-4%,11%
CC[C@@]1(c2ccccc2OC)ON(c2ccccc2C(F)(F)F)C1=O,-21%,-3%,-6%,2,-32%,20%,-2%,-8%,9%
COc1cccc(-n2c(Cc3cc(=O)[nH]c(=O)[nH]3)nnc2SCC(=O)NC2CCCC2)c1,-1%,-6%,-6%,-3,-20%,5%,-4%,2%,-4%
O=C(C1=NN[C@@H]2C(=O)N(c3cccc(F)c3)C(=O)[C@H]12)c1ccc2ccccc2n1,-4%,0%,14%,-2,-9%,-24%,-19%,0%,-1%
COC(=O)CN(C)C(=O)c1ccc(OC2CCN(S(=O)(=O)N(C)C)CC2)cc1,-6%,-5%,-4%,-1,-1%,2%[57.1 µM],-4%,-6%,8%
Cc1ccc(-c2nc3ccccc3o2)cc1NC(=O)c1ccc2c(c1)OCO2,-3%,-25%,-5%,-8,-26%,-3%,12%,7%,1%
CCCCNC(=O)C1CC(=O)N(C2CCCCC2)C1 (stereo not drawn),0%,-3%,-24%,-2,5%,13%,-4%,-3%,2%
COc1cc(OC)cc(C(=O)NC2=NCCS2)c1,-8%,-7%,-24%,-7,-16%,-10%,-4%,3%,-8%
COc1ccc(OC)c(CN2CCN(Cc3cc(OC)c(OC)c(OC)c3)CC2)c1,2%,10%,3%,-7,-15%,11%,2%,-1%,3%
O=C(CN1CCN(S(=O)(=O)/C=C/c2ccccc2)CC1)NC(=O)NCc1ccco1,2%,-12%,8%,-8,0%,?,6%[57.1 µM],-2%,5%
c1ccc(C2(CN3CCNC[C@H]3Cc3cccc4ccccc34)CC2)cc1,-3%,5%,-8%,11,?,?,2%,-10%,17%
CCOC(=O)C1(CCOc2ccccc2)CCN(Cc2cccn2-c2ncccn2)CC1,1%,0%,-10%,3,-5%,5%,1%,-4%,-4%
CCC(=O)Nc1cc(NC(=O)CSc2nnc(C(C)C)n2CC)ccc1C,0%,-3%,-26%,-1,-19%,-3%,-1%,-1%,3%
CCOc1c(OC)cc(C2C(C#N)=C(N)Oc3n[nH]c(-c4ccncc4)c32)cc1OC (stereo not drawn),-1%,-1%,-17%,-2,-17%,-10%,-2%,-5%,7%

# Part of the list above, with each value named:
compound: COc1cc(OC)cc(C(=O)NC2=NCCS2)c1
  Vif-A3G inh = -8%	Vif-APOBEC3F blk = -7%	RGS4 inhibitor = -24%	LDHA inh = -7	USP1 inh = -16%	rTrxR1 inhibitor = -10%	TrxR1 substrate = -4%	GRP78 ERSR act = 3%	IDH1 R132H inh = -8%

compound: COc1ccc(OC)c(CN2CCN(Cc3cc(OC)c(OC)c(OC)c3)CC2)c1
  Vif-A3G inh = 2%	Vif-APOBEC3F blk = 10%	RGS4 inhibitor = 3%	LDHA inh = -7	USP1 inh = -15%	rTrxR1 inhibitor = 11%	TrxR1 substrate = 2%	GRP78 ERSR act = -1%	IDH1 R132H inh = 3%

compound: O=C(CN1CCN(S(=O)(=O)/C=C/c2ccccc2)CC1)NC(=O)NCc1ccco1
  Vif-A3G inh = 2%	Vif-APOBEC3F blk = -12%	RGS4 inhibitor = 8%	LDHA inh = -8	USP1 inh = 0%	rTrxR1 inhibitor = ?	TrxR1 substrate = 6%[57.1 µM]	GRP78 ERSR act = -2%	IDH1 R132H inh = 5%

compound: c1ccc(C2(CN3CCNC[C@H]3Cc3cccc4ccccc34)CC2)cc1
  Vif-A3G inh = -3%	Vif-APOBEC3F blk = 5%	RGS4 inhibitor = -8%	LDHA inh = 11	USP1 inh = ?	rTrxR1 inhibitor = ?	TrxR1 substrate = 2%	GRP78 ERSR act = -10%	IDH1 R132H inh = 17%
